Screening data: PubChem BioAssay, National Center for Advancing Translational Sciences (NCATS)
Tb PFK inh – qHTS Assay to Find Inhibitors of T. brucei phosphofructokinase. ATP-dependent 6-phosphofructokinase (Trypanosoma brucei brucei), O15648. T. brucei PFK, ADP-Glo luminescence. Potency, µM (titrated, usually from 57.5 µM), inactives show top-dose activity, negative = inhibition, most hits filed as inhibitors. 330,000 compounds, 0.17% hits. AID 485367, 2010;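 also: potency is read from the fitted curve at half-maximal effect; 0% = uninhibited 1x PFK enzyme wells and -100% = no-enzyme wells; nearly all actives have a fitted effect of over 60% in size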
Target sequence (O15648 whole entry, looked up): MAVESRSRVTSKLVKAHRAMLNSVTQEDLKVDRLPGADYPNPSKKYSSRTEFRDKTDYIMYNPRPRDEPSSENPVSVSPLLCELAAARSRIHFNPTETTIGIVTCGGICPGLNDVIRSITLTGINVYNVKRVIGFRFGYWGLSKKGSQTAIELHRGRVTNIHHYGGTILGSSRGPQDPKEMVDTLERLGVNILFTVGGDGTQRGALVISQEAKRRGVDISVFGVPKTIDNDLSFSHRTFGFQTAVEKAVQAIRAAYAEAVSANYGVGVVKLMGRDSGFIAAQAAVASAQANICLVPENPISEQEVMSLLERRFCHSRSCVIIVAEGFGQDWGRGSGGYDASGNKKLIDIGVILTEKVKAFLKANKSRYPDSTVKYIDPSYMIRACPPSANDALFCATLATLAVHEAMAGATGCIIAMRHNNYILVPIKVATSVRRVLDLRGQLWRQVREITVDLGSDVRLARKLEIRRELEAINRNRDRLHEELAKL
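Luminescent ADP detection (ADP-Glo, two-step: ATP depletion then ADP-to-ATP conversion for luciferase) reported PFK activity after 45 min room-temperature reaction of 1.25 nM enzyme with 0.5 mM F6P and 0.1 mM ATP at pH 8.0.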
FBPA coupling cs – qHTS Assay for Inhibitors of Fructose-1,6-bisphosphate Aldolase from Giardia Lamblia: Coupling assay counterscreen | coupling enzyme system counterscreen, AmpLite Red fluorescence | activity change, negative = inhibition, % at 58.2 µM, hits read low | 290,000 compounds, 0.67% hits; in the data active = activity change below about -30%; also: % is scaled to controls: 0 for no effect and ±100 for the full control effect
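Final compound at 57.5 uM, incubated 10 min at RT with coupling enzyme reagent (glyceraldehyde-3-phosphate), then 20 min with substrate and AmpLite Red detection. Fluorescence read at 525/598 nm; tests interference with the coupling assay, not aldolase inhibition.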
KCNH2 3.1 inh – qHTS for Inhibitors of KCHN2 3.1: Mutant qHTS. AID 720553, 2013. activity change, % (tested at about 1.8 µM). U2OS KCNH2 3.1, thallium flux FluxOr; stronger effect = lower value. 340,000 compounds, 0.95% hits. Potassium voltage-gated channel subfamily H member 2, brain isoform KCNH2 3.1 (human);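 active = maximum activity change below -70%; inconclusive = maximum activity change from -70% to -50%; inactive = maximum activity change above -50%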;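 also: thallium influx rate constant from kinetic fluorescence after stimulation buffer; % is scaled to controls: 0 for no effect and ±100 for the full control effect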
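Channel expression came from 3.1 mutant virus (1.77 x 10^8 /mL) applied to suspended U2OS cells for 4 h. Flux was tracked with FluxOr dye plus Red40 quencher, and kinetic rate constants normalized to controls.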
uPA generation – qHTS for Inhibitors of Cell Surface uPA Generation. cell surface uPA generation assay, qHTS. Potency, µM (series often up to 38.3 µM), inactives show at the highest dose activity change, negative = inhibition, actives largely listed as inhibitors. 330,000 compounds, 0.31% hits. AID 540303, 2011; active = well fitted inhibition curve with a large enough effect; inconclusive = small, poorly fitted or top-dose-only effect; inactive = no such curve, though single readings can be large or run the other way; tested in mouse RAW 264.7 cells; also: potency is read from the fitted curve at half-maximal effect; % is scaled to controls: 0 for no effect and ±100 for the full control effect; nearly all actives have a fitted effect of over 55% in size
ELG1 genotox – qHTS screen for small molecules that induce genotoxicity in human embryonic kidney (HEK293T) cells expressing luciferase-tagged ELG1. HEK293T ELG1-luciferase reporter, luminescence, 16 h. Potency, µM (series often up to 46 µM), inactives show at the top dose activity change, positive = activation, usual class: activators. 330,000 compounds, 1.3% hits; also: potency is read from the fitted curve at half-maximal effect; % of control where 0% means no effect; nearly all actives have a fitted effect of over 60% in size
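After overnight (16 hr) compound treatment at 37 °C, ELG1-luciferase HEK293T cells were lysed with ONE-Glo; luminescence quantified 30 min later at room temperature.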
NPC1 promoter act – qHTS Assay for NPC1 Promoter Activators; Huh7 NPC1 promoter luciferase reporter, 24 h; Potency, µM (highest dose often 9.22 µM), for inactives: at the highest dose activation, usual class: activators; 320,000 compounds, 2.4% hits;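 also: potency is read from the fitted curve at half-maximal effect; % of control where 0% means no effect; nearly all actives have a fitted effect of over 60% in size; reporter is driven by a mutant NPC1 promoter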
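NPC1 promoter–luciferase Huh7 cells; 24 h compound; luminescence.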
Giardia kill – Small Molecules that selectively kill Giardia lamblia: qHTS | AID 540267, 2011 | 340,000 compounds, 0.15% hits | Giardia lamblia trophozoite viability | activity change, % at 7.66 µM, hits read low; in the data active = activity change below about -80%; inconclusive = between about -30% and that limit;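 also: parasites exposed to compound for two days anaerobically before the ATP read; % is scaled to controls: 0 for no effect and ±100 for the full control effect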
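Trophozoites 100 cells/well + cpd; 48 hrs, 37 deg C, anaerobic. ATPLite 1-Step added, 15-30 min RT, luminescence read (ATP-based viability).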
VP16 counter – VP16 counterscreen qHTS for inhibitors of ROR gamma transcriptional activity. Drosophila S2 Gal4-VP16 UAS-luciferase, luminescence, 20 h. Potency, µM (top dose mostly 53.6 µM), without a hit: at the highest dose activity, negative = inhibition, usual class: inhibitors. 310,000 compounds, 3.5% hits;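 also: Gal4-VP16 expression switched on by copper sulfate through the metallothionein promoter; potency is read from the fitted curve at half-maximal effect; % is scaled to controls: 0 for no effect and ±100 for the full control effect; nearly all actives have a fitted effect of over 50% in size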
Rab9 prom act – qHTS Assay for Rab9 Promoter Activators; 320,000 compounds, 2.8% hits; Huh7 Rab9 promoter-luciferase reporter, luminescence, 24 h; Potency, µM (doses to about 9.22 µM), for inactives: top-dose activation, negative = inhibition, hits mostly activators; AID 485297, 2010; also: potency is read from the fitted curve at half-maximal effect; % of control where 0% means no effect; nearly all actives have a fitted effect of over 60% in size
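Promoter activation is measured as luciferase luminescence in Huh7 cells stably transfected with a Rab9 promoter–luciferase construct, following 24 h compound exposure at 37 °C and 10 min reagent incubation at ambient temperature.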
RORgamma inh – qHTS for inhibitors of ROR gamma transcriptional activity | Nuclear receptor ROR-gamma (Mus musculus), P51450 | Drosophila S2 Gal4-RORgamma UAS-luciferase reporter, 20 h | Potency, µM (doses to about 53.6 µM), without a hit: at the highest dose activity change, negative = inhibition, usual class: inhibitors | 310,000 compounds, 5.4% hits; also: potency is read from the fitted curve at half-maximal effect; % is scaled to controls: 0 for no effect and ±100 for the full control effect; nearly all actives have a fitted effect of over 60% in size
Target sequence (P51450 whole entry, looked up, the tested form may be a part): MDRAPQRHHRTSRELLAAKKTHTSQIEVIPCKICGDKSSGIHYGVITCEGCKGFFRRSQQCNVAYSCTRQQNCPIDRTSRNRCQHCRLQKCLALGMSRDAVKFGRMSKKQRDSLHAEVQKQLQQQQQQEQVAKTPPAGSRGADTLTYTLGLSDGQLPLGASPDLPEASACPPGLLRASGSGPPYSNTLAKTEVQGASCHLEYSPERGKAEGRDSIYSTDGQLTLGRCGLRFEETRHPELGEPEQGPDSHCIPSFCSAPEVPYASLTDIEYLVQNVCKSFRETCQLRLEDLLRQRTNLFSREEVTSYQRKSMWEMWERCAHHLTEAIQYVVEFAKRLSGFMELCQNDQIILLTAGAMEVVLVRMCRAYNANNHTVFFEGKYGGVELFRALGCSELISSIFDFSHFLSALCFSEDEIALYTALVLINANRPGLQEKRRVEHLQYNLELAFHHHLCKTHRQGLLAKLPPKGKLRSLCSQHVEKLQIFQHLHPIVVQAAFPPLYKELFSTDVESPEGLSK
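Luminescence from a UAS-regulated Photinus luciferase reporter in stably transfected Drosophila Schneider cells is measured; decreased signal marks ROR gamma inhibition. Fusion expression is induced by 700 uM copper sulfate for 20 hr.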
FLuc modulator – qHTS profiling assay for firefly luciferase inhibitor/activator using purifed enzyme and Km concentrations of substrates (counterscreen for miR-21 project); purified FLuc, Km substrates, luminescence inhibition; 360,000 compounds, 6.9% hits; Potency, µM (series often up to 57.5 µM), without a hit: at the highest dose activity change, negative = inhibition, usual class: inhibitors; Luciferin 4-monooxygenase (Photinus pyralis), P08659;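 also: potency is read from the fitted curve at half-maximal effect; plate controls were vehicle for no effect and reference inhibitor for full effect; nearly all actives have a fitted effect of over 55% in size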
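Purified P. pyralis luciferase (10nM final) with 10uM D-luciferin and 10uM ATP (Km levels) in 50mM Tris acetate pH 7.5, 10mM Mg acetate, 0.01% Tween-20, 0.05% BSA; qHTS 6-point titration, ~60 µM downward; luminescence read.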
Active calls of the source: *; ? = inconclusive; · = no result given; & = joins results of further samples; [ ] = remark or other dose. Unless noted, calls follow the shape of the dose curve; as a rule, active = well fitted curve in the direction sought with a large enough effect; inconclusive = small, poorly fitted or top-dose-only effect, or another doubt; inactive = no such curve, though single readings can be large; an effect the other way counts as inactive or inconclusive.

SMILES	Tb PFK inh	FBPA coupling cs	KCNH2 3.1 inh	uPA generation	ELG1 genotox	NPC1 promoter act	Giardia kill	VP16 counter	Rab9 prom act	RORgamma inh	FLuc modulator
Nc1c(S(=O)(=O)c2cccs2)c2nc3ccccc3nc2n1Cc1ccccc1	1%	-6	4	-1%	-9%	7%	-4	0%	14%	-5%	0%
O=C(Nc1cccc(C(=O)O)c1)/C(=C\c1ccc(F)cc1)NC(=O)c1ccco1	2%	0	3	3%	9%	17%	-5	1%	15%	-20%	1%
CN(CCc1cn[nH]c1)Cc1nc(Cc2ccccc2F)no1	0%	1	0	-9%	0%	1%	-5	-13%	10%	31%	0%
Cc1ccc(S(=O)(=O)Cn2nnnc2C(c2ccccc2)N2CCN(c3ncccn3)CC2)cc1 (stereo not given)	1%	-5	1	1%	-1%	-1%	10	-15%	4%	21%	0%
CN(C)c1ccc(C(=O)Nc2nnc(-c3ccc(Cl)cc3)o2)cc1	-9%	-2	2	6%	18%	0%	-5	0.5µM*	-3%	0.5µM*	-3%
Cc1cc(/C=C(\C#N)C(=O)NC2CC2)c(C)[nH]1	-2%	5	6	0%	?	4µM*	-18	-26%	3.2µM*	0%[10 µM]	12µM*
Fc1ccc(Oc2cc(N3CCOCC3)nc(-c3ccccc3)n2)c(F)c1	-10%	-1	-3	5%	-1%	-3%	17	-2%	-2%	-12%	1%
COC(=O)c1sccc1NC(=O)c1ccc(C)s1	4%	1	2	-2%	0%	0%	-7	22%	10%	?	-2%
CC(C)CN(CCCNC(=O)CN1N=C(c2ccc(Cl)cc2)CCC1=O)CC(C)C	-11%	-1	-9	9%	0%	2%	1	-6%	-6%	-16%	0%&-1%
Oc1ccc(Br)cc1/C=N/NC(=S)NCCc1ccccc1	2%	-2	-6	-2%	-13%	5%	-13	16µM*	3%	16µM*	-14%
CC(=O)c1ccccc1NC(=O)COC(=O)/C(=C/c1ccccc1)n1nnnc1C	-3%	·	·	-9%	-7%	-3%	7	-27%	3%	?	0%
CCOC(=O)C1CCCN(c2c(N3CCN(C)CC3)c(=O)c2=O)C1 (stereo not given)	4%	0	3	8%	2%	-4%	-15	2%	-3%	17%	0%
Cn1c(=O)c2c(ncn2CCNC2=NCCCCC2)n(C)c1=O	-1%	2	16	-1%	-2%	-2%	3	-2%	0%	2%	-2%
Nc1cccc2c1C(=O)N(C(=O)c1ccco1)C2=O	-11%	0	5	3%	0%	-6%	2	2%	1%	7%	-11%
O=C1CCN1C1(C(=O)NC2CCCCC2)CCCC1	1%	2	9	0%	-2%	0%	-27	-1%	-3%	0%	4%
Cc1ccc(C(=O)OCC(=O)c2c[nH]c3ccccc23)cc1S(=O)(=O)N1CCCCC1	-3%	-2	22	-1%	-7%	-4%	-21	-5%	-10%	?	?
O=C(O)Cc1ccc(NC(=O)Nc2ccc(Br)cc2)cc1	?	0	-25	-10%	0%	3%	-4	-25%	-10%	-24%	6.7µM*
COc1ccc(C2C(C#N)=C(C)NC3=C2C(=O)CC(C)(C)C3)cc1 (stereo not given)	-8%	1	-1	-5%	-2%	-2%	0	-9%	1%	-12%	0%
COc1ccc(C(=O)N2CCC(n3nccc3NC(=O)C3CC3)CC2)cc1F	4%	-4	-1	1%	0%	-2%	-5	1%	4%	?	-3%
COc1cccc(NC(=O)C2C3C=CC4(O3)C2C(=O)N(CCN2CCCCC2)C4C(=O)NC2CCCCC2C)c1 (stereo not given)	-22%	-5	6	-4%	0%	10%	14	-6%	-3%	12%	2%
CN1C(=O)c2ccc(C(=O)Nc3ccc(Br)cn3)cc2C1=O	-11%	0	4	3%	-2%	26%	7	23%	21%	10%	0%
COc1ccccc1CNC(=O)CC(C)C	-3%	5	13	3%	0%	-1%	5	-1%	4%	7%	0%
CCCCc1ccc(NC(=O)CSc2nc(=O)n(CCN(C)C)c3c2CCC3)cc1	10%	·	-8	-9%	-7%	-1%	-15	·	-5%	·	-20%
Cc1cccc(NC(=O)c2cccnc2Oc2ccccc2)c1C(=O)O	-3%	13	0	-1%	3%	-7%	-1	4%	-7%	3%	3%
CCOc1ccc(-c2ccc(/C=C3/C(=N)N4C=CSC4=NC3=O)o2)c([N+](=O)[O-])c1	-15%	-4	8	1%	?	0%	-3	3.5µM*	-6%	2.5µM*	2%
Following part.
SMILES	Tb PFK inh	FBPA coupling cs	KCNH2 3.1 inh	uPA generation	ELG1 genotox	NPC1 promoter act	Giardia kill	VP16 counter	Rab9 prom act	RORgamma inh	FLuc modulator
CN(C)S(=O)(=O)c1cccc2nsnc12	-2%	2	10	-1%	-1%	1%	15	5%	26%	-21%	5%
O=C1Nc2ccc(F)cc2C12Nc1ccccc1-c1nnc(SCc3ccccc3F)nc1O2 (stereo not given)	6%	-10	-3	2%	-3%	1%	-14	?	10%	18%	-12%
CCOC(=O)c1c(C)nc2sc(C(N)=O)c(N)c2c1-c1ccc(OC)cc1	0%	10	0	5%	-18%	1%	4	-1%	-5%	-38%	2%
CCC(NS(=O)(=O)c1ccc(C)cc1)C(=O)N1CCN(c2ccccn2)CC1 (stereo not given)	1%	-1	-6	3%	-1%	-5%	11	-3%	20%	-9%	2%
O=C(O)c1ccc(-c2nnn(Cc3ccccc3F)n2)cc1	-1%	21	10	3%	5%	3%	2	4%	-3%	20%	-4%
COc1ccc2c(c1)C(=O)N(c1ccc(C)cc1C)C(=O)C2	-2%	0	0	2%	1%	-4%	2	?	-2%	?	-12%
COC(=O)[C@@H]1C[C@@]2(O)[C@@H](O)[C@@H](O)[C@@H](O)C[C@H]2N1Cc1ccc(C(F)(F)F)cc1	-10%	0&0	2	-2%	1%	6%	11	5%&5%	-4%	-3%&14%	1%
COc1cccc(OC)c1NC(=O)C1CCCN1C(=O)NCc1ccccc1 (stereo not given)	-3%	1	15	4%	-2%	0%	-22	-5%	1%	1%	6%
NC(=O)c1ccsc1NC(=O)COC(=O)c1ccc(Cl)c(N)c1	1%	·	3	-13%	-27%	0%	-4	·	1%	·	?
COC(C[C@H]1O[C@@H]1[C@@H](O)[C@H](C)OCc1ccccc1)OC	-6%	5	-13	-3%	3%	-7%	-13	10%	-2%	0%	0%
Cc1ccc(-c2nc(CSCC(=O)N3CCCC3)c(C)o2)cc1	1%	-1	-21	-7%	-7%	-1%	8	2%	-1%	-1%	-13%
Cc1c(C(=O)OCC(=O)NC2CC2)oc2ccc(Br)cc12	1%	·	9	2%	4%	-1%	-4	·	1%	·	-20%
CCC(c1nnnn1Cc1ccc(OC)cc1)N1CCN(C(=O)c2ccco2)CC1 (stereo not given)	2%	2	-6	-15%	1%	3%	-4	6%	-6%	8%	1%

An unsorted share of the library (roughly 14% active in at least one column).
